Screens deposited in PubChem BioAssay by National Center for Advancing Translational Sciences (NCATS).
D3 ag: activates the human D3 dopamine receptor; P35462; D3R DiscoveRx beta-arrestin cells, luminescence, 90 min; max activation, %; actives 0.58% (n = 410,000); in the data active = max activation above about 30%; also: 0% is about no effect; mostly tested at two doses, the higher about 12 µM
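Agonist-mode cell screen: cells plated at 1500/well and incubated overnight at 37 °C, then exposed to library compounds for 90 min at 37 °C. Detection reagent was added for 30–60 min at room temperature, and luminescence was read.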
DRD3 antagonist: antagonists of human D3 dopamine receptor. P35462. D3R cells, DiscoveRx beta-arrestin luminescence, antagonist mode; stronger effect = lower value. max response, negative = inhibition, %. actives 2.5% (n = 360,000). AID 652054; in the data active = max response below about -50%; inconclusive = no clear call, values can overlap the other calls; also: % is scaled to controls: 0 for no effect and ±100 for the full control effect; mostly tested at two doses, the higher about 12 µM
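Cells plated overnight at 1500 cells/well, then exposed to library compounds with dopamine controls for 90 minutes at 37 degrees C. DiscoveRx reagent added for 30–60 minutes at room temperature; luminescence read, quantitative HTS format.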
TDP-43 yeast inh: inhibitors of TDP-43 toxicity in yeast. TDP-43 expressing yeast growth rescue, BacTiter-Glo, 24 h. Potency, µM (doses to about 46.1 µM), inactives show top-dose growth rescue (activation), actives largely listed as activators. actives 1.8% (n = 410,000). AID 652104; also: potency is read from the fitted curve at half-maximal effect; % of control where 0% means no effect; nearly all actives have a fitted effect of over 50% in size
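In this qHTS, compounds that restore growth of yeast expressing TDP-43 appear as activators. Cells (OD600=0.02, galactose medium, raffinose-pregrown) are incubated with compound 24 hr at 30 deg C and growth is quantified by BacTiter-Glo.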
KB-V1 MDR tox: KB-V1 MDR subline cytotoxicity; Potency, µM (series often up to 46.1 µM), for inactives: top-dose activity change, negative = cytotoxicity, hits mostly cytotoxic; actives 3.4% (n = 400,000); KB-V1 MDR cells viability, CellTiter-Glo, 72 h; also: potency is read from the fitted curve at half-maximal effect; % is scaled to controls: 0 for no effect and ±100 for the full control effect; nearly all actives have a fitted effect of over 60% in size
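Cytotoxicity via CellTiter-Glo luminescence after 72 h compound exposure at 37 degrees C. Cells: drug-selected KB-V1 line, DMEM phenol-red free plus 10% FBS. Compounds tested at multiple concentrations; normalized data fitted to concentration-effect curves.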
aSyn rescue: alpha-synuclein toxicity inhibition in yeast. AID 652106. Potency, µM (doses to about 46.1 µM), for the others: at the highest dose growth rescue (activation), usual class: activators. actives 0.14% (n = 370,000). Yeast expressing alpha-synuclein, growth rescue, BacTiter-Glo, 24 h; also: potency is read from the fitted curve at half-maximal effect; % of control where 0% means no effect; nearly all actives have a fitted effect of over 65% in size
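Galactose-induced alpha-syn yeast (OD600=0.02, raffinose-pregrown) + pinned cpd, 24 hr, 30 deg C; growth by BacTiter-Glo luminescence. Growth restoration scores as activation.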
GLP-1R inv ag: GLP-1 receptor (human) inverse agonism; P43220; HEK293 GLP-1R CRE-luciferase, luminescence, 24 h; GLP-1R form is constitutively active; Potency, µM (series often up to 38.3 µM), for inactives: at the top dose activity change, negative = inhibition, most hits filed as inhibitors; actives 1.6% (n = 410,000); AID 624417; also: potency is read from the fitted curve at half-maximal effect; % is scaled to controls: 0 for no effect and ±100 for the full control effect; nearly all actives have a fitted effect of over 55% in size
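Luminescence readout: a drop in cAMP-driven luciferase signal flags inverse agonism at a constitutively active GLP-1R stably expressed in HEK293. Compound exposure lasted 24 hr at 37 deg C, 5% CO2.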
GLP-1R agonist: activates the human GLP-1 receptor | P43220 | HEK293 GLP-1R CRE-luciferase, luminescence, 4-6 h; cells express a hypersensitive GLP-1R form | Potency, µM (series often up to 45.6 µM), for inactives: at the highest dose activation, most hits filed as activators | actives 0.007% (n = 380,000); also: potency is read from the fitted curve at half-maximal effect; % of control where 0% means no effect
HEK293 tox: cytotoxic in the GLP-1 receptor inverse agonist counter-screen | HEK293 cAMP-luciferase reporter cells, luminescence, 24 h | Potency, µM (titrated, usually from 38.3 µM), without a hit: top-dose activity change, negative = inhibition, hits mostly inhibitors | actives 0.13% (n = 410,000) | AID 624418;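 also: loss of luciferase light is scored as toxicity; potency is read from the fitted curve at half-maximal effect; % is scaled to controls: 0 for no effect and ±100 for the full control effect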
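A 23 nL compound transfer followed 12 hours of cell culture at 37 deg C; exposure then lasted 24 hr. Luciferase assay detection reagent was dispensed and plates read for luminescence after a 12 min room-temperature wait.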
PTHR1 ag: agonists of human PTHR1 parathyroid hormone receptor; actives 0.075% (n = 410,000); HEK293 GP2 PTHR1 cells, GloSensor cAMP luminescence, 1 h; Potency, µM (top dose mostly 115 µM), for inactives: top-dose activation, most hits filed as activators; Q03431; also: potency is read from the fitted curve at half-maximal effect; nearly all actives have a fitted effect of over 55% in size; some results filed as inactive show a strong effect at the top dose; inactives centre near -15; many of its hits are not listed in these tables
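HEK-293-derived GP2 cells expressing PTHR1 and a GloSensor cAMP reporter, 3,000/well, plated overnight, given luciferin plus IBMX (each 0.5 mM as added) for 1 h at 37 °C, then compound for 1 h at 37 °C. Luminescence was read after 15 min at room temperature.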
Starred values were filed as active, the others as inactive; i = inactive; u = inconclusive; x = not tested or not shown; [ ] = dose if it differs, or a comment. Unless noted, calls follow the shape of the dose curve; as a rule, active = well fitted curve in the direction sought with a large enough effect; inconclusive = small, poorly fitted or top-dose-only effect, or another doubt; inactive = no such curve, though single readings can be large; an effect the other way counts as inactive or inconclusive. Only part of the results is shown. The share of hits here may be higher or lower than overall.

SMILES	D3 ag	DRD3 antagonist	TDP-43 yeast inh	KB-V1 MDR tox	aSyn rescue	GLP-1R inv ag	GLP-1R agonist	HEK293 tox	PTHR1 ag
COc1cccc(CNC(=O)CSc2nnc3c(n2)[nH]c2ccc(C)cc23)c1	-13	3	-7%	1%	0%	14%	9%	4%	i
N#CCC(=O)N/N=C/c1ccc(OS(=O)(=O)c2ccccc2)cc1	13	-7	-10%	-21%	7%	7%	5%	-20%	i
O=C(COC(=O)C1CCC(=O)N1)Nc1ccc(Br)cc1 (stereo not given)	-7	-8	-14%	-12%	-10%	5%	3%	0%	i
COc1ccc(NC(=O)CN(C)CC(=O)Nc2sc3c(c2C#N)CCC3)cc1	2	6	9%	3%	-3%	u	7%	-21%	-2%
O=S1(=O)CCN(Cc2ccccc2)CC1	-2	-8	-9%	u	-2%	12%	-2%	4%	-23%
O=C(N/N=C/C1CC=CCC1)c1ccc(Cl)cc1O (stereo not given)	-4	18	10%	u	-8%	3%	-15%	-1%	i
COc1ccccc1C(=O)Nc1cccc(NC(=O)c2ccccc2OC)n1	8	18	u	-28%	2%	35%[activator]	5%	5%	-36%
Cc1ccc(/C=N\NC(=O)c2ccc3c(c2)OCO3)o1	-3	-2	16%	-7%	5%	25%	0%	-5%	i
O=C(OCCN1C(=O)c2cccc3c(N4CCOCC4)ccc(c23)C1=O)c1ccc(Cl)cc1	4	10	5%	0%	0%	15%	5%	53%[activator]	-27%
COc1ccc(S(=O)(=O)NCCc2csc3nc(-c4ccccc4)nn23)cc1OC	7	x	21%	x	x	7%	x	2%	-1%
CN(C)N(C(=O)c1cc(-c2cccs2)nn1-c1ccccc1)C1CCS(=O)(=O)C1 (stereo not given)	-9	u	-9%	-18%	-1%	-7%	-7%	16%	-94%[inhibitor]
Cc1ccc(NC(=O)COC(=O)C2CC3C=CC2C3)cc1S(=O)(=O)N1CCCCC1 (stereo not given)	47*	1	-7%	19%	-4%	u	6%	-10%	-51%
CCOC(=O)C(=CNc1cc(C)nn1-c1ccc(Cl)cc1)C(=O)OCC	10	2	-2%	0%	-2%	20%	-5%	-7%	i
Cn1c(-c2ccc(Cl)cc2)cnc1N	-2	-28	1%	5%	x	-5%	-12%	7%	i
Cc1cc(-c2ccc(S(=O)(=O)N3CCN(c4ccc(Cl)cc4)CC3)s2)on1	-14	x	1%	u	x	5%	x	3%	-12%
CN(C)c1ccc(C2C=C(c3ccccc3)Nc3nnnn32)cc1 (stereo not given)	-1	x	20%[9.22 µM]	-6%	x	12%	x	87%[activator]	-19%
COc1ccc(NC(=S)NCCc2c[nH]c3ccccc23)c(OC)c1	-2	15	27%	0%	5%	-11%	5%	-4%	i
CSCC[C@H](NC(=O)CCCn1nnc2ccccc2c1=O)C(=O)O	3	16	-2%	10%	-1%	7%	-2%	-6%	i
COc1ccc2oc(=N)c(C(=O)Nc3ccccc3)cc2c1	-4	17	-1%	11%	-1%	14%	1%	4%	-17%[57.5 µM]
Cc1nn(C)c(C(=O)N2CCOCC2)c1Cl	2	0	u	24%	-1%	4%	-7%	-1%	i
Nc1nc(C(=O)N2CCOCC2)nn1S(=O)(=O)c1ccccc1	-2	9	10%	9%	-10%	7%	-1%	4%	-1%[57.5 µM]
COC(=O)c1nnn(CC(=O)Nc2cc(Cl)ccc2C)c1C(=O)OC	3	-18	1%	23%	0%	5%	-1%	-1%	i
COc1cccc(S(=O)(=O)Nc2ccc3c(c2)[C@@H]2C[C@H](CC(=O)NCCc4ccccc4)O[C@H](CO)[C@@H]2O3)c1	-9	-16	13%	11%	-3%	8%	9%	2%	-74%[inhibitor]
CC(C)c1ccc(C(=O)CSc2n[nH]c(-c3ccncc3)n2)cc1	0	1	35µM*	0%	15%	22%	7%	-5%	-28%
COc1ccc(CNC(=O)c2cc(-c3ccc(OC)c(OC)c3)on2)cc1	4	-11	2%	-6%	1%	2%	-11%	-9%	-6%[57.5 µM]
Cc1cccc(N2CN(Cc3cccnc3)CNC2=S)c1	6	23	-11%	u	-1%	-9%	1%	-1%	i
COc1cccc(NC(=O)CN(C)C(=O)C2CC(=O)N(CCc3ccc(OC)c(OC)c3)C2)c1 (stereo not given)	1	-8	27%	-2%	10%	-23%	-6%	-24%	-11%
CCN1C(=O)CC(Sc2ccccc2N)C1=O (stereo not given)	4	-20	10%	8%	11%	1%	5%	55%[activator]	-4%
CC1(C)CC(=O)C=C(N2CCOCC2)C1	1	14	8%	3%	1%	1%	5%	13%	i
O=C(CC1C(=O)NCCN1C/C=C/c1ccccc1)NCCCC1CCCC1 (stereo not given)	4	-4	-19%[0.397 µM]	u	-3%	-28%	18%	-6%	-1%
CC(=O)Nc1ccc(N2CCCCC2)c(C(=O)Nc2cccc(C)c2)c1	4	u	27%	7.3µM*	-8%	0%	9%	-8%	i
CCN1C[C@@H]2[C@@H]3C(=O)N(Cc4ccccc4)C(=O)[C@@H]3[C@](CC)(C1=O)N2C(=O)c1ccccc1	4	-13	-7%	21%	-3%	1%	-1%	17%	-25%
C=CCOc1ccc(C=Nc2ccc(Cl)cc2)c(O)c1	5	2	-3%	-6%	4%	4%	-13%	-15%	-36%
c1ccc(Sc2ncccn2)nc1	9	0	6%	12%	2%	2%	-5%	4%	-2%
CCN1C(=O)c2ccccc2S(=O)c2ccc(C(=O)NCc3ccccc3OC)cc21 (stereo not given)	-9	x	17%	10%	x	5%	5%	-3%	i
Cc1cc(C)c2c(CN3CCC(C)CC3)cc(=O)oc2c1	-9	-10	-13%	-2%	1%	u	25%	-8%	-22%
COc1cc(CN2CCN(Cc3ccco3)CC2)cc(OC)c1	-15	5	3%	15%	3%	-18%	13%	0%	i
CC(=O)c1cnc(Nc2nc(C)c3cc(C)c(C)cc3n2)nc1C	-2	-3	24%	-16%	-2%	40%[activator]	-5%	-9%	i
COc1cc(C2c3c(-c4cc(C)ccc4O)n[nH]c3C(=O)N2Cc2cccnc2)cc(OC)c1OC (stereo not given)	0	x	10%	20%	x	4%	x	-10%	-24%
CC1CCCC(NC(=O)COC(=O)c2cccc(NS(=O)(=O)/C=C/c3ccccc3)c2)C1C (stereo not given)	3	7	12%	-2%	7%	-29%	1%	-18%	i
CN1CCN(S(=O)C23CC4CC(CC(C4)C2)C3)CC1 (stereo not given)	-16	-89*	0%	-10%	1%	2%	-10%	-6%	i
O=C1/C(=C/c2ccccn2)SC(=S)N1N1CCOCC1	14	21	7%	14%	7%	19%	-7%	0%	i
COc1ccc(OC)c2sc(N(CCN(C)C)C(=O)/C=C/c3cccs3)nc12	-20	-20	-23%	u	-5%	u	14%	-3%	-15%
COc1cccc(CN2CCC2(C)C(=O)Nc2cccc(Oc3ccccc3)c2)c1OC (stereo not given)	-3	56	17%	u	-7%	u	6%	-1%	i
Cc1ccc(N(CC(=O)NCc2ccc(F)cc2)S(=O)(=O)c2cccs2)cc1	-3	14	-7%	u	-2%	0%	-1%	u	-14%
CCOC(=O)CSc1nc2c(c(=O)[nH]c(=O)n2C)n1Cc1ccccc1	5	-15	-4%	-9%	-1%	12%	-4%	18%	-2%
CN1CC2(C)OC(=O)C(Cl)=C2CC1c1ccccc1 (stereo not given)	2	8	-14%	-1%	0%	4%	-10%	10%	0%
CCCCOc1ccc(OCCCC)c2c1NC1(N2)C(=O)N(C(C)=O)c2ccccc21	2	21	20%	5%	6%	0%	-3%	-4%	-21%

Three structures out of the list, ordered by formula weight, lowest first:
SMILES	D3 ag	DRD3 antagonist	TDP-43 yeast inh	KB-V1 MDR tox	aSyn rescue	GLP-1R inv ag	GLP-1R agonist	HEK293 tox	PTHR1 ag
COc1ccc(OC)c2sc(N(CCN(C)C)C(=O)/C=C/c3cccs3)nc12	-20	-20	-23%	u	-5%	u	14%	-3%	-15%
Cc1ccc(N(CC(=O)NCc2ccc(F)cc2)S(=O)(=O)c2cccs2)cc1	-3	14	-7%	u	-2%	0%	-1%	u	-14%
COc1cc(C2c3c(-c4cc(C)ccc4O)n[nH]c3C(=O)N2Cc2cccnc2)cc(OC)c1OC (stereo not given)	0	x	10%	20%	x	4%	x	-10%	-24%

The listing continues.
SMILES	D3 ag	DRD3 antagonist	TDP-43 yeast inh	KB-V1 MDR tox	aSyn rescue	GLP-1R inv ag	GLP-1R agonist	HEK293 tox	PTHR1 ag
CCNC(=S)N1CCNC(=O)C1CC(=O)OC (stereo not given)	-2	-1	-23%[0.397 µM]	u	3%	-18%	-1%	-3%	-29%
COc1ccc(C/C(C)=N/NC(=O)c2ccncc2)cc1	0	4	-17%	3%	-1%	5%	3%	1%	-16%
CCN(CC)S(=O)(=O)c1cccc(-c2nnc(SCc3nnc(-c4ccccc4)o3)n2C)c1	-2	-50*	13%	16%	-1%	-14%	-1%	-20%	-15%
C/C(=N\NC(=O)c1cc(-c2cccnc2)nc2ccccc12)c1ccc(O)cc1O	2	16	7%	u	-6%	-19%	15%	26%	-24%
COc1cccc(C(=O)Nc2cc3c(cc2N2CCCC2)n(C)c(=O)n3C)c1	-10	21	3%	-5%	8%	98%[activator]	-1%	-1%	-27%
CCOC(=O)C1(C)CCCN1C(=O)c1ccc(N(C)C)cc1 (stereo not given)	8	0	24%	4%	4%	12%	-2%	0%	i
Cc1nnnn1/C(=C\c1ccccc1)C(=O)OCC(=O)N1CC2(C)CC1CC(C)(C)C2 (stereo not given)	3	0	-11%	u	13%	u	-4%	-3%	-32%[inhibitor]
CN(CC(=O)Nc1ccc(Cl)cc1)Cc1cc(=O)n2ccsc2n1	0	13	12%	8%	-10%	25%	10%	4%	i
COCCNC(=O)C(c1ccc(OC)cc1)N(Cc1ccco1)C(=O)CCC(=O)Nc1ccccn1 (stereo not given)	5	9	-4%	-7%	0%	4%	5%	-11%	i
